# Screens deposited in PubChem BioAssay by National Center for Advancing Translational Sciences (NCATS).
# SW480 rerep – DNA re-replication induction in SW480 cells; Potency, µM (highest dose often 46.1 µM), for inactives: at the highest dose re-replication activation, hits mostly activators; SW480 DNA re-replication, Hoechst DNA content imaging, 48 h; AID 624297; actives 1.8% (n = 340,000); also: potency is read from the fitted curve at half-maximal effect; % of control where 0% means no effect; nearly all actives have a fitted effect of over 55% in size
#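 Image-based DNA-content assay: after two days of treatment, nuclei were labelled with the DNA dye Hoechst and imaged, and hits were compounds raising the count of nuclei showing high fluorescence intensity.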
# IL-1B inflam inh – blocks inflammasome-driven IL-1 beta release; actives 4.7% (n = 360,000); AID 743279; THP-1 LPS/ATP IL-1B secretion, AlphaLISA, 16 h; stronger effect = lower value; activity change, % at 57.5 µM; in the data active = activity change below about -50%; inconclusive = mostly about -30% to -49%; also: % is scaled to controls: 0 for no effect and ±100 for the full control effect
#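 THP-1 cells pretreated 1 hr with compounds (up to 57.5 uM final), then stimulated with LPS (250 ng/mL final) plus ATP (1.25 mM final); secreted IL-1B measured by AlphaLISA after 16 hr, decreased signal indicating inhibition.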
# HT1080-NT tox – kills 2HG-producing HT-1080-NT fibrosarcoma cells; Potency, µM (series often up to 46.1 µM), inactives show at the highest dose activity, negative = less viability, most hits filed as cytotoxic; actives 1.6% (n = 360,000); HT-1080-NT fibrosarcoma viability, CellTiter-Glo ATP luminescence, 48 h; AID 686970;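 also: NT is the 2HG producing partner of a matched IDH1 knockdown line; potency is read from the fitted curve at half-maximal effect; 0% = DMSO-treated cells and -100% = media-only wells without cells; nearly all actives have a fitted effect of over 55% in size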
#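 750 cells/well, RPMI + 5% FBS; 2 h settle, compound pin-transfer, 48 h at 37 degrees C. CellTiter-Glo 10 min RT, luminescence. Normalized to DMSO and media-only wells.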
# DRD3 antagonist – blocks the human D3 dopamine receptor; max response, negative = inhibition, %; D3R cells, DiscoveRx beta-arrestin luminescence, antagonist mode; stronger effect = lower value; P35462; actives 2.5% (n = 360,000); in the data active = max response below about -50%; inconclusive = no clear call, values can overlap the other calls; also: % is scaled to controls: 0 for no effect and ±100 for the full control effect; mostly tested at two doses, the higher about 12 µM
# Target sequence (P35462 whole entry, looked up): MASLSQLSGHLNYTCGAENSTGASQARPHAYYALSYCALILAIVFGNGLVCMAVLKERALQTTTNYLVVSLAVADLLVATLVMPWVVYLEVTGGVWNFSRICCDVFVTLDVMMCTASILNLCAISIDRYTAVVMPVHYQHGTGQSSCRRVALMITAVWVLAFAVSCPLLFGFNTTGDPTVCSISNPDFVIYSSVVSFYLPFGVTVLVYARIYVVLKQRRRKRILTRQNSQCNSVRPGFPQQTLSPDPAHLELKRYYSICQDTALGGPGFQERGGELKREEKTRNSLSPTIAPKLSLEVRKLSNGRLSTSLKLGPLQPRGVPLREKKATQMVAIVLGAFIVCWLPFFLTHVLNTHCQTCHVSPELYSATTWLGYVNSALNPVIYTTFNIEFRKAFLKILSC
#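 Cells expressing the human receptor were seeded at 1500 cells/well, incubated overnight at 37 degrees C in 5% CO2, then exposed to library compounds with dopamine controls for 90 minutes at 37 degrees C before luminescent detection.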
# KB-3-1 cytotox – KB-3-1 parental cell cytotoxicity; KB-3-1 viability, CellTiter-Glo ATP luminescence, 72 h; Potency, µM (highest dose often 46.1 µM), without a hit: at the highest dose activity change, negative = cytotoxic, hits mostly cytotoxic; actives 1.4% (n = 400,000); also: potency is read from the fitted curve at half-maximal effect; % is scaled to controls: 0 for no effect and ±100 for the full control effect; nearly all actives have a fitted effect of over 60% in size
#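 KB-3-1 parental drug-naive adenocarcinoma cells in DMEM/10% FBS, incubated 72 h at 37 C with pin-transferred compounds across a concentration series. Viability by CellTiter-Glo luminescence; concentration-response curves fitted after normalization.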
# HT1080 IDH1KD tx – HT-1080 IDH1 knockdown cell toxicity (counter line); Potency, µM (highest dose often 46.1 µM), for inactives: at the highest dose activity, negative = toxicity, usual class: cytotoxic; AID 686971; HT-1080 IDH1 knockdown viability, ATP luminescence, 48 h; actives 2% (n = 360,000);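 also: potency is read from the fitted curve at half-maximal effect; 0% = DMSO wells and -100% = cell-free medium wells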
#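 CellTiter-Glo luminescence after 48 h compound exposure at 37 degrees C of IDH1-knockdown HT-1080 cells in 5% FBS RPMI. %Activity scaled between DMSO wells and cell-free media wells, with curves fitted and assigned curve classes.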
# GLP1R ag – activates the human GLP-1 receptor | HEK293 GLP-1R CRE-luciferase, luminescence, 4-6 h; cells express a hypersensitive GLP-1R form | Potency, µM (series often up to 45.6 µM), without a hit: top-dose activation, most hits filed as activators | actives 0.007% (n = 380,000) | P43220 | AID 624172; also: potency is read from the fitted curve at half-maximal effect; % of control where 0% means no effect
# Target sequence (P43220 whole entry, looked up): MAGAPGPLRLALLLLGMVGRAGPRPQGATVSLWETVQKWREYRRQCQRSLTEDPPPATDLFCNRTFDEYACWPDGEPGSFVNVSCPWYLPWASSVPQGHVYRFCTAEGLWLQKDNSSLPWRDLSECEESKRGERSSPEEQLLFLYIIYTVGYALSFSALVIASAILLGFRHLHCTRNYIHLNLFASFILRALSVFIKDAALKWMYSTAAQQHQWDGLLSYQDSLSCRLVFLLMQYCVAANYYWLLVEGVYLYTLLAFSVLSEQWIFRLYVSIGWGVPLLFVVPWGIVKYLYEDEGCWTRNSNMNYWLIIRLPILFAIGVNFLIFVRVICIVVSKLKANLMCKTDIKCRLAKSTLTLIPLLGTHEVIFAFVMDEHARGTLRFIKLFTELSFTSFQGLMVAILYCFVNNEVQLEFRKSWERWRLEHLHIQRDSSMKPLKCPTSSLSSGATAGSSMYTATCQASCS
# KB-V1 MDR tox – kills drug-selected multidrug resistant KB-V1 cells; KB-V1 MDR cells viability, CellTiter-Glo, 72 h; Potency, µM (top dose mostly 46.1 µM), for the others: at the highest dose activity change, negative = cytotoxicity, hits mostly cytotoxic; actives 3.4% (n = 400,000); AID 1347076; also: potency is read from the fitted curve at half-maximal effect; % is scaled to controls: 0 for no effect and ±100 for the full control effect; nearly all actives have a fitted effect of over 60% in size
#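 qHTS viability screen in drug-selected KB-V1 MDR cells: 72 h compound treatment at 37 degrees C, ATP luminescence end point.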
# D3 ag – D3 dopamine receptor (human) agonism | D3R DiscoveRx beta-arrestin cells, luminescence, 90 min | max activation, % | AID 652048 | P35462 | actives 0.58% (n = 410,000); in the data active = max activation above about 30%; also: 0% is about no effect; mostly tested at two doses, the higher about 12 µM
#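 Agonist-mode cell screen: cells plated at 1500/well and incubated overnight at 37 °C, then exposed to library compounds for 90 min at 37 °C. Detection reagent was added for 30–60 min at room temperature, and luminescence was read.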
# The depositor's hits bear a star; ? = inconclusive; . = not tested or not shown; & = joins results of further samples; [ ] = remark or other dose. Unless noted, calls follow the shape of the dose curve; as a rule, active = well fitted curve in the direction sought with a large enough effect; inconclusive = small, poorly fitted or top-dose-only effect, or another doubt; inactive = no such curve, though single readings can be large; an effect the other way counts as inactive or inconclusive.
SMILES,SW480 rerep,IL-1B inflam inh,HT1080-NT tox,DRD3 antagonist,KB-3-1 cytotox,HT1080 IDH1KD tx,GLP1R ag,KB-V1 MDR tox,D3 ag
C#Cc1ccc(NC(=O)C2(C)CCN2C(=O)C2(c3ccccc3)CC2)cc1 (stereo not drawn),.,-21.3,-5.4%,25.2,-1.6%,?,-4.6%,-9.7%,6.5
CSc1nc(N)nc(SCC(=O)Nc2ccc(Cl)cc2)c1C#N,-4.4%,-77.7*,?,?,?,?,-0.9%,6.4%,-13.3
Cc1cccc(NCc2ccccc2O)c1C,-10.2%,0.5,-12.4%,-4.3,5.6%,-25.8%,4.8%,16.2%,-5.2
Cc1ccc(C(=O)Nc2cccc3cccnc23)cc1C,6.1%,-16.5,-9.5%,-16.4,-5.2%,0.7%,2.8%,?,-4.1
COc1ccc(CN=C2NN=C(c3ccc(Cl)cc3)CS2)cc1,-1.3%,42.3,17.5%,4.2,-2.6%,24.1%,1.5%,-0.6%,0.9
COc1ccc(NC(=O)COC(=O)c2cc(C)oc2C)cc1OC,-12.4%,-13.3,2.6%[9.24 µM],6.9,8.1%,16.4%,14.7%,?,-1.8
C=CCn1c(SCC#N)nc2sc(CC)cc2c1=O,-21.0%,-29.2,-2.8%,2.7,0.3%,-18.4%,5.9%,-15.2%,-6.5
Nc1ccc(Br)cc1Br,-14.3%,0.0,-1.1%,29.8,1.1%,0.2%,2.5%,0.3%,2.8
Cc1cccc(CSc2ncccc2C(=O)O)c1,-2.9%,33.2,5.4%,9.5,0.2%&-2.9%,0.1%,-3.1%,0.0%&-1.7%,1.2&13.1
Cc1cc(=O)oc2c(C)cc(C(C)(C)C)cc12,28.7%,5.7,19.6%,0.7,-9.0%,1.9%,-0.1%,-2.5%,-6.7
COCc1cccc(-c2csc(C(NC(C)=O)c3ccc(F)c(F)c3)n2)c1 (stereo not drawn),.,-5.8,2.3%,19.1,-18.5%,22.3%,11.2%,-12.2%,6.3
O=C(NCC(c1ccco1)N1CCN(c2ccccc2F)CC1)c1ccco1 (stereo not drawn),-41.4%[inhibitor],-8.4,4.6%,2.1,7.6%,0.2%,3.6%,-32.3%,38.5*
CC1CCN(C(=O)Nc2cccc(NC(=O)N3CCC(C)CC3)c2)CC1,?,?,-1.8%,-29.8,?,3.7%,-4.9%,-18.7%,-21.7
O=C1C2C3C=CC(C3)C2C(=O)N1CCN1CCN(S(=O)(=O)c2ccc3ccccc3c2)CC1 (stereo not drawn),-2.0%[9.22 µM],-3.4,-6.7%,-5.6,-8.7%,-4.8%,-3.6%,-28.0%,-0.6
CCCCCC1CC(CC(C)C(=O)Nc2nncs2)C(=O)O1 (stereo not drawn),-6.9%,-8.1,0.1%,4.4,-16.1%,-1.2%,2.7%,-27.8%,4.4

# Reformatted: results already given
Molecule	SW480 rerep	IL-1B inflam inh	HT1080-NT tox	DRD3 antagonist	KB-3-1 cytotox	HT1080 IDH1KD tx	GLP1R ag	KB-V1 MDR tox	D3 ag
O=C1C2C3C=CC(C3)C2C(=O)N1CCN1CCN(S(=O)(=O)c2ccc3ccccc3c2)CC1 (stereo not drawn)	-2.0%[9.22 µM]	-3.4	-6.7%	-5.6	-8.7%	-4.8%	-3.6%	-28.0%	-0.6
COc1ccc(CN=C2NN=C(c3ccc(Cl)cc3)CS2)cc1	-1.3%	42.3	17.5%	4.2	-2.6%	24.1%	1.5%	-0.6%	0.9

# The listing continues:
SMILES,SW480 rerep,IL-1B inflam inh,HT1080-NT tox,DRD3 antagonist,KB-3-1 cytotox,HT1080 IDH1KD tx,GLP1R ag,KB-V1 MDR tox,D3 ag
Cc1nc(-c2ccccc2)sc1C1(C)CC(c2c(Cl)cccc2Cl)=NO1 (stereo not drawn),-40.5%[inhibitor][9.22 µM],3.3,?,22.7,0.0%,?,18.5%,?,12.0
CCC(=O)N1CCc2cc(S(=O)(=O)CCC(=O)N3CCN(c4ccccc4)CC3)ccc21,-1.2%,-10.9,9.8%,0.3,-12.7%,-18.9%,-0.8%,-15.0%,-4.7
O=C(Nc1ccc(Cl)cc1)C1C2C=CC3(O2)C1C(=O)N(CCCN1CCCCC1)C3C(=O)NC1CCCCC1 (stereo not drawn),3.3%,7.9,0.0%,9.7,21.0%,6.0%,9.2%,?,-6.3
C[C@H](CO)N1C[C@H](C)[C@@H](CN(C)S(=O)(=O)c2cccs2)Oc2ccc(NS(=O)(=O)c3ccccc3)cc2CC1=O,0.2%,-0.3,4.5%,0.0,0.0%,5.5%,10.2%,0.0%,15.1
Cc1ccc(S(=O)(=O)NCC(c2cccnc2)N2CCOCC2)cc1 (stereo not drawn),-0.4%,-2.0,4.2%,8.7,5.2%,4.7%,-4.4%,-14.1%,1.5
CN1CCc2c(C#N)c(N3CCOCC3)nc(NCC3CCCO3)c2C1 (stereo not drawn),18.3%,70.0,1.7%,22.0,1.2%,-1.3%,10.4%,0.4%,-2.1
COc1cc(N)c(Cl)cc1C(=O)OCC(=O)Nc1ccc(N2CCOCC2)cc1,-7.9%,-22.6,-4.9%,-13.0,0.9%,-11.9%,0.5%,-0.7%,-5.7
Cc1cccc(NC(=S)Nc2cccc(C(F)(F)F)c2)n1,-1.6%,9.6,-2.7%,-1.1,?,-7.2%,5.1%,?,-9.2
CCc1cc(Cn2nc(-c3ccccc3)cc2C(=O)NCC2CC2)on1,-1.3%,20.8,-0.4%,-15.6,10.7%,3.0%,11.0%,-4.2%,-5.3
O=C1NC2(CCCCCCC2)C(=O)N1Cc1ccc(F)cc1,-5.1%,21.4,0.5%,11.8,3.0%,-11.6%,8.6%,-19.1%,-3.1
COc1ccc(COC(=O)C2=C(C)NC(=O)NC2c2ccccc2F)cc1 (stereo not drawn),-24.5%,6.0,-0.4%,10.9,-6.9%,-21.3%,5.6%,-4.5%,1.2
[O-][n+]1ccc(OCc2ccccc2)cc1,-9.6%,10.4,7.8%,-21.2,3.6%,6.5%,0.3%,?,5.3
CCc1cccc(NC(=O)CCCN2C(=O)NC(C)(C)C2=O)c1,-3.6%,15.7,2.4%,-8.5,11.3%,8.2%,-1.5%,10.0%,-1.0
CC1=C(C(=O)OC2CCCCC2)C(c2ccco2)C2=C(CC(C)(C)CC2=O)N1 (stereo not drawn),?,-13.7,6.5%,18.8,?,1.4%,1.2%,?,-13.3
NC(=O)CSc1nnc(NC(=O)c2ccc3ccccc3c2)s1,-2.4%,-6.3,10.5%,12.3,0.0%,4.2%,-10.3%,6.9%,-1.7
Cc1ccc(NC(=S)NCCO)c(C)c1,-0.4%,0.0,15.3%,-56.4*,-5.6%,7.8%[9.24 µM],-10.5%,6.6%,-6.6
N#Cc1ccccc1Cn1c(=O)n(CCC(=O)NCc2ccco2)c(=O)c2ccccc21,2.7%,-0.3,-0.1%,-2.1,13.0%,-2.3%,-1.0%,?,8.4
CN[C@@H](C)C(=O)NC[C@H]1O[C@@H](n2cnc3c(=O)[nH]c(N)nc32)[C@H](O)[C@@H]1O,.,15.6,5.1%,5.9,0.0%,9.9%,-3.8%,8.6%,12.6
CSc1nnc(-c2sc3cc(Cl)ccc3c2Cl)n1C,16.5%,-11.0,0.3%,8.2,?,1.5%,0.0%,18.4µM*,1.0
C=CCSc1nc2ccsc2c(=O)n1-c1ccccc1,-53.0%[inhibitor],36.0,-6.1%,13.1,0.2%,-3.4%,22.9%,-24.6%,18.9
COCc1nnc(NS(=O)(=O)c2ccc(NC(C)=O)cc2)s1,-2.7%[9.22 µM],-2.3,6.3%,-18.5,-2.0%,19.7%,-3.5%,8.0%,-3.8
CC(=O)N1CCN(c2ccccc2NC(=O)c2ccc(-c3cccc([N+](=O)[O-])c3)o2)CC1,-5.2%,-11.3,-8.8%,37.5,5.0%,-8.0%,6.2%,-6.2%,-5.3
O=C(COc1ccc2c3c(c(=O)oc2c1)CCC3)NCc1ccccn1,-0.8%,-1.6,0.4%,3.0,10.5%,3.6%,12.3%,-1.7%,3.9
O=C(Nc1ccc(Cl)cc1)C1(S(=O)(=O)c2ccccc2)CC1,-2.2%,-14.8,10.0%,-7.1,4.6%,11.0%,-0.6%,-17.1%,-0.6
COc1ccc(C(=O)CN(C(=O)c2ccc(Cl)cc2)N2C(=O)C3CCCCC3C2=O)cc1 (stereo not drawn),-19.0%,0.1,-5.6%,22.4,?,3.4%,-12.1%,2.7%,0.6
Cc1ccc(C(=O)CSc2nc3ccc(C(=O)NCCN4CCCCC4)cc3c(=O)[nH]2)cc1,-6.2%,10.0,-1.8%,1.5,18.8%,-0.7%,16.5%,15.3%,-11.9
CC(C)CC(c1nnnn1CC1CCCO1)N1CCN(c2cccc(Cl)c2)CC1 (stereo not drawn),?,-4.1,2.1%,0.0,?,0.2%,-7.1%,-28.4%,3.0
COc1ccc(NC(=O)CN2C(=O)NC3(CCCC3)C2=O)cc1OC,21.7%,-5.0,13.9%,-7.9,0.0%,7.5%,7.1%,21.5%,-4.9
O=C(c1ccc(Br)o1)N1CCN(C23CC4CC(CC(C4)C2)C3)CC1,-6.9%,6.6,-0.4%,-20.6,6.6%,-5.1%,0.5%,-19.7%,-4.2
Cc1c(Cl)cccc1NCC(=O)NN=C1CCCC1,-7.8%,24.0,-2.3%,0.2,18.3%,-4.6%,16.8%,0.0%,10.1
C=C(C)c1cccc(C(C)(C)NC(=O)Nn2cnnc2)c1,1.1%,13.7,2.2%,2.9,-0.8%,7.2%[9.24 µM],-0.5%,10.9%,7.5
COc1cc(C2C(C#N)=C(N)Oc3cc(C)n(CCc4ccccc4)c(=O)c32)cc2c1OCO2 (stereo not drawn),3.6%,13.6,-18.5%,7.8,-1.4%,-16.4%,1.9%,12.2%,7.7
Cc1ccccc1C(=O)Nc1ccnn1C1CCN(Cc2cccnc2)CC1,-1.0%,-6.4,-1.8%,23.2,.,3.0%,-3.7%,.,1.7
c1ccc(Cn2nnc3cnccc32)cc1,-12.5%,40.6,-8.4%,-3.2,15.9%,0.0%,-1.1%,4.3%,-3.2
